VP16 counter = inhibits Gal4-VP16 luciferase reporter, ROR gamma counter-screen. Drosophila S2 Gal4-VP16 UAS-luciferase, luminescence, 20 h. actives 3.5% (n = 310,000). Potency, µM (series often up to 53.6 µM), without a hit: at the highest dose activity, negative = inhibition, actives largely listed as inhibitors;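 note: Gal4-VP16 expression switched on by copper sulfate through the metallothionein promoter; potency is the fitted concentration of half-maximal effect; % is set by controls: 0 for no effect and ±100 for the full control effect; nearly all actives have a fitted effect of over 50% in size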
Giardia kill = kills Giardia lamblia | activity change, % at 7.66 µM, hits read low | actives 0.15% (n = 340,000) | Giardia lamblia trophozoite viability | AID 540267; in the data active = activity change below about -80%; inconclusive = between about -30% and that limit;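 note: parasites exposed to compound for two days anaerobically before the ATP read; % is set by controls: 0 for no effect and ±100 for the full control effect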
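Giardia trophozoites, 100 cells per well, were exposed to compounds for 48 hrs at 37 deg C under anaerobic conditions; viability was then read as ATP content by bioluminescence after 15-30 min at room temperature.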
KCNH2 3.1 block = KCNH2 3.1 (human) potassium channel inhibition; actives 0.95% (n = 340,000); activity change, % (tested at about 1.8 µM); U2OS KCNH2 3.1, thallium flux FluxOr; hits give low values; AID 720553;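 active = maximum activity change below -70%; inconclusive = maximum activity change from -70% to -50%; inactive = maximum activity change above -50%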;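 note: thallium influx rate constant from kinetic fluorescence after stimulation buffer; % is set by controls: 0 for no effect and ±100 for the full control effect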
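We transduce U2OS cells with the mutant 3.1 virus, culture them overnight, load FluxOr with Red40 quencher for 45 min, then add stimulation buffer and read kinetically for 2 min to derive a normalized rate constant.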
Tb PFK inh = T. brucei PFK enzyme inhibition | O15648 | T. brucei PFK, ADP-Glo luminescence | Potency, µM (titrated, usually from 57.5 µM), for inactives: top-dose activity, negative = inhibition, actives largely listed as inhibitors | actives 0.17% (n = 330,000) | AID 485367;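 note: potency is the fitted concentration of half-maximal effect; 0% = uninhibited 1x PFK enzyme wells and -100% = no-enzyme wells; nearly all actives have a fitted effect of over 60% in size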
Target sequence (O15648 whole entry, looked up): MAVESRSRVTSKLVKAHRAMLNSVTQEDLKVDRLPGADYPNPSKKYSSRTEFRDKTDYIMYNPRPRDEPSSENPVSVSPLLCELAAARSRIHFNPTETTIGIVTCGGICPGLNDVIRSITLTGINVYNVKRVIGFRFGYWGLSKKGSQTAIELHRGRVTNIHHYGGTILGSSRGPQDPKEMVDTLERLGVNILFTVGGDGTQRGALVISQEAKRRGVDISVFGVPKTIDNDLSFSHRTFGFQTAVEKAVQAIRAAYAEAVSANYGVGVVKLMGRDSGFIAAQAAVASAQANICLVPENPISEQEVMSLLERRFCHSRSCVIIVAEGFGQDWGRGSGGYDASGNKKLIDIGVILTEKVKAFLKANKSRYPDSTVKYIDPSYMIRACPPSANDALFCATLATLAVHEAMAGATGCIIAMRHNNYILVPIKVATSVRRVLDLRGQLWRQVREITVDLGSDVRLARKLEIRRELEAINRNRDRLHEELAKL
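1.25 nM PFK with 0.5 mM F6P and 0.1 mM ATP in 0.1 M TEA pH 8.0, 5 mM MgCl2, incubated 45 min at room temperature; ADP measured by ADP-Glo luminescence; compounds titrated up to 57 uM.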
uPA generation = cell surface uPA generation inhibition | cell surface uPA generation assay, qHTS | Potency, µM (titrated, usually from 38.3 µM), inactives show top-dose activity change, negative = inhibition, most hits filed as inhibitors | actives 0.31% (n = 330,000); active = well fitted inhibition curve with a large enough effect; inconclusive = small, poorly fitted or top-dose-only effect; inactive = no such curve, though single readings can be large or run the other way; tested in mouse RAW 264.7 cells; note: potency is the fitted concentration of half-maximal effect; % is set by controls: 0 for no effect and ±100 for the full control effect; nearly all actives have a fitted effect of over 55% in size
NPC1 prom act = NPC1 promoter activation | Huh7 NPC1 promoter luciferase reporter, 24 h | Potency, µM (highest dose often 9.22 µM), inactives show top-dose activation, usual class: activators | actives 2.4% (n = 320,000);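 note: potency is the fitted concentration of half-maximal effect; % of control where 0% means no effect; nearly all actives have a fitted effect of over 60% in size; reporter is driven by a mutant NPC1 promoter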
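Stably transfected Huh7 (NPC1 promoter→luciferase), 1500 cells/well in Opti-MEM + 10% FBS, 2 h settle, then compound 24 h at 37 °C. Luminescence after 10 min with Amplite reagent.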
FLuc modulator = firefly luciferase modulation, counter-screen for miR-21 project. P08659. purified FLuc, Km substrates, luminescence inhibition. Potency, µM (titrated, usually from 57.5 µM), without a hit: at the highest dose activity change, negative = inhibition, hits mostly inhibitors. actives 6.9% (n = 360,000). AID 588342;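 note: potency is the fitted concentration of half-maximal effect; plate controls were vehicle for no effect and reference inhibitor for full effect; nearly all actives have a fitted effect of over 55% in size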
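Purified P. pyralis luciferase (10nM final) with 10uM D-luciferin and 10uM ATP (Km levels) in 50mM Tris acetate pH 7.5, 10mM Mg acetate, 0.01% Tween-20, 0.05% BSA; qHTS 6-point titration, ~60 µM downward; luminescence read.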
RORgamma inh = inhibitors of mouse ROR gamma transcriptional activity; P51450; Drosophila S2 Gal4-RORgamma UAS-luciferase reporter, 20 h; Potency, µM (series often up to 53.6 µM), inactives show at the top dose activity change, negative = inhibition, most hits filed as inhibitors; actives 5.4% (n = 310,000); AID 2551; note: potency is the fitted concentration of half-maximal effect; % is set by controls: 0 for no effect and ±100 for the full control effect; nearly all actives have a fitted effect of over 60% in size
Target sequence (P51450 whole entry, looked up, the tested form may be a part): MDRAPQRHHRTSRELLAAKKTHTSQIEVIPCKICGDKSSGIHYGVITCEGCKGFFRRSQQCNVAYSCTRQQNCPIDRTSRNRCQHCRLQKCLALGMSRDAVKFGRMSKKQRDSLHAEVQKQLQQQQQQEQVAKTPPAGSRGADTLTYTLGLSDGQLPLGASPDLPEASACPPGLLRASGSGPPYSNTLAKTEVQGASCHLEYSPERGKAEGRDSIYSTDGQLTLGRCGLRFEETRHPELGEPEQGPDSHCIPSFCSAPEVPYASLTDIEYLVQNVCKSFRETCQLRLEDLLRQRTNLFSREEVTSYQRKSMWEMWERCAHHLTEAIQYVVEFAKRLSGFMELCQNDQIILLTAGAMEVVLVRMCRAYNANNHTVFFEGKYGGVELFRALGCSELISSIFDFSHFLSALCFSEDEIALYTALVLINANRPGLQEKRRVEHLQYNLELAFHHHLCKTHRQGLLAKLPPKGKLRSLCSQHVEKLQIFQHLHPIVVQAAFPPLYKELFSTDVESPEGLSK
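Drosophila Schneider cells stably carrying a metallothionein-driven Gal4 DBD–ROR gamma fusion and a UAS-Photinus luciferase reporter were exposed to compound for 1 hr, then induced with copper sulfate (700 uM final) for 20 hr at ambient temperature before luminescence reading.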
Coupling enz = coupling enzyme interference in Giardia aldolase counter-screen; activity change, negative = inhibition, % at 58.2 µM, hits read low; actives 0.67% (n = 290,000); coupling enzyme system counterscreen, AmpLite Red fluorescence; in the data active = activity change below about -30%; note: % is set by controls: 0 for no effect and ±100 for the full control effect
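Compounds tested against the coupling enzymes alone at 57.5 uM final; readout was AmpLite Red fluorescence (525/598 nm) after 20 min at RT.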
Rab9 prom act = Rab9 promoter activation | Potency, µM (top dose mostly 9.22 µM), for inactives: at the highest dose activation, negative = inhibition, usual class: activators | Huh7 Rab9 promoter-luciferase reporter, luminescence, 24 h | actives 2.8% (n = 320,000); note: potency is the fitted concentration of half-maximal effect; % of control where 0% means no effect; nearly all actives have a fitted effect of over 60% in size
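Promoter activation is measured as luciferase luminescence in Huh7 cells stably transfected with a Rab9 promoter–luciferase construct, following 24 h compound exposure at 37 °C and 10 min reagent incubation at ambient temperature.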
ELG1 genotoxic = induces genotoxicity in HEK293T cells with luciferase-tagged ELG1 | actives 1.3% (n = 330,000) | Potency, µM (series often up to 46 µM), without a hit: top-dose activity change, positive = activation, hits mostly activators | HEK293T ELG1-luciferase reporter, luminescence, 16 h; note: potency is the fitted concentration of half-maximal effect; % of control where 0% means no effect; nearly all actives have a fitted effect of over 60% in size
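Luminescence read-out: rising ELG1-luciferase signal, reflecting elevated ELG1 protein under genetic stress, flags genotoxic compounds. Cells were treated for 16 hr at 37 °C before ONE-Glo detection.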
The depositor's hits bear a star; ? = inconclusive; . = not tested or not shown; & = joins results of further samples; [ ] = remark or other dose. Unless noted, calls come from the whole dose curve; as a rule, active = well fitted curve in the direction sought with a large enough effect; inconclusive = small, poorly fitted or top-dose-only effect, or another doubt; inactive = no such curve, though single readings can be large; an effect the other way counts as inactive or inconclusive.

SMILES | VP16 counter | Giardia kill | KCNH2 3.1 block | Tb PFK inh | uPA generation | NPC1 prom act | FLuc modulator | RORgamma inh | Coupling enz | Rab9 prom act | ELG1 genotoxic
CCOc1ccccc1C1NC(=O)NC(C)=C1C(=O)OCc1ccccc1 (stereo unspecified) | 7% | 22 | -23 | -4% | 11% | -4% | -1% | 41% | -2 | -2% | -8%
CCCOc1ccc(N2C(=O)CC(N3CCN(C(=O)c4ccco4)CC3)C2=O)cc1 (stereo unspecified) | 16% | -5 | 7 | 0% | . | 2% | 4% | -12% | 3 | -1% | -1%
O=C(c1cccnc1)N(Cc1ccccc1)C1(C(=O)Nc2ccccc2)CCCCC1 | 3% | -12 | 0 | 1% | -1% | -1% | 4% | 22% | 14 | -7% | -4%
O=C(c1ccc2c(c1)OCO2)N1CCNc2ccccc2C1 | -5% | -7 | . | -4% | 3% | -2% | -7% | 0% | 2 | 4% | 16%
O=C(Nc1ccc2c(c1)oc1ccccc12)C1CC1 | -3% | -10 | 8 | 0% | -7% | 4µM* | 5.4µM* | 3% | 0 | 2.5µM* | ?
O=C(C1CCC(=O)N(C2CCCC2)C1)N1CCC(Oc2ccccc2Cl)CC1 (stereo unspecified) | -13% | -20 | -17 | -5% | 1% | -5% | 3% | 12% | . | -7% | -11%
O=C1c2ccccc2C(=O)N1CCCSc1nc2ccccc2o1 | 8% | 3 | 1 | 4% | 6% | -3% | -19% | 43% | 3 | -6% | 3%
O=C1NC(c2ccc(O)cc2)Nc2ccccc21 (stereo unspecified) | 1% | -4 | 4 | 0% | -8% | 0% | -7% | 20% | -1 | 0% | 2%
CC(C)(CNC(=O)c1ccc([N+](=O)[O-])c(Cl)c1)CNC(=O)c1ccc([N+](=O)[O-])c(Cl)c1 | 5µM* | -13 | -24 | 0% | 1% | -3% | -8% | ? | -2 | 4% | 1%
COc1ccc(C(=O)N2CCCCCC2)cc1S(=O)(=O)N1CCOCC1 | -4% | 9 | -3 | 0% | -23% | -2% | 0% | 9% | 1 | 14% | 0%
Cc1ccc2nc(-c3ccccn3)c(Nc3ccccc3C)n2c1 | -7%[10 µM] | 7 | -7 | 2% | -16% | -5% | -4%&-16% | 14µM* | -4 | -30% | ?
COc1ccccc1OCC(=O)NCC(C)NC(=O)COc1ccccc1OC (stereo unspecified) | . | -17 | 5 | -2% | -5% | -2% | -1% | . | . | 0% | 10%
CC(NC(=O)c1cc(=O)[nH]c2ccc(Br)cc12)c1ccccc1 (stereo unspecified) | -11% | . | . | -3% | . | 0% | -1% | 14% | 5 | 8% | ?
Cc1[nH]n(-c2ccc([N+](=O)[O-])cc2)c(=O)c1C=NCCc1ccc(S(N)(=O)=O)cc1 | -2% | -8 | 15 | 2% | -6% | -1% | -2% | -18% | 1 | 0% | 6%
N/C(=N\OC(=O)C1CCCCC1)c1cccc(Br)c1 | -28% | 6 | 7 | -8% | -6% | 16% | ? | -2% | -2 | 15% | 3%
CC(Sc1nc2ccccc2c(=O)n1CC1CCCO1)C(=O)NC(C)c1ccccc1 (stereo unspecified) | . | -6 | 1 | -2% | 4% | 2% | 0% | . | . | -10% | -4%
O=C(COC(=O)c1ccc(-c2ccc([N+](=O)[O-])cc2)o1)NC(=O)NC1CCCCC1 | -20% | 5 | 1 | 0% | -4% | 3% | -2% | ? | -1 | -1% | 2%
CCC1(c2ccc(F)cc2)NC(=O)N(CC(=O)N2CCc3ccccc32)C1=O (stereo unspecified) | . | 3 | 0 | -1% | 3% | -4% | -1% | . | . | -2% | 0%
CCCCn1c(=O)[nH]c(=O)c2c1nc(-c1ccc(OCCC)c(OCC)c1)n2CCOC | 6% | -12 | 0 | -2% | -4% | -13% | -1% | -2% | -1 | -12% | 6%
Cc1cccc(NC(=O)CCC(=O)N/N=C/c2cc([N+](=O)[O-])ccc2O)c1 | -7% | -9 | -6 | -4% | -6% | -2% | -18% | 8.9µM* | -1 | 0% | 1%
c1cc2c3c(cccc3c1)NC(c1ccc3c(c1)OCO3)N2 | 5% | -16 | 14 | -12% | -8% | ? | 27µM* | -1% | -7 | 0% | 2%
Cc1ccc(-c2ccc(C(=O)O)o2)cc1Cl | 28% | -7 | 3 | -4% | 3% | 1% | ? | 10% | 15 | 12% | 11%
Cc1cc(CN2C(=O)c3ccccc3C2=O)cc(N2CCOCC2)c1 | 10% | 3 | 5 | 1% | 11% | -1% | -14% | 16% | 2 | 2% | 0%
CCC(=O)Nc1nnc(SCC(=O)N2c3ccccc3CC2C)s1 (stereo unspecified) | 2% | -11 | 6 | -2% | 9% | -2% | 2% | 26% | 8 | -1% | -1%
CCc1nnc(N/N=C/c2c(C)[nH]c3ccccc23)n1N | -7%[10 µM] | -14 | -1 | -10% | 2% | -6% | ? | ? | -20 | -3% | -3%
CCN(CC(=O)NCc1ccc(Cl)cc1)C(=O)CN1C(=O)NC(CC)(c2ccccc2)C1=O (stereo unspecified) | -5% | 1 | 3 | 1% | 8% | -3% | 3% | -6% | . | 8% | -1%
O=C(COC(=O)CCc1ccccc1)NC12CC3CC(CC(C3)C1)C2 | -3% | -7 | 9 | -1% | 4% | 0% | -2% | 23% | 1 | -1% | 0%
CCc1ccc(N(C2C=CS(=O)(=O)C2)S(=O)(=O)c2ccccc2)cc1 (stereo unspecified) | 2% | -14 | -1 | 0% | -4% | -2% | -1% | 40% | 2 | 3% | -1%
CC(C)CSc1nnc2c(n1)[nH]c1ccccc12 | 10% | -10 | 4 | 0% | -20% | 3.5µM* | 0.67µM* | ? | 0 | 0.71µM* | 0.65µM*
COc1ccc(C(=O)O)cc1S(=O)(=O)NC(C)C | 6% | 11 | -2 | -3% | 5% | 0% | -1% | -18% | 2 | -3% | 0%
O=S(=O)(Nc1ccc(Cc2ccncc2)cc1)c1ccc(Br)s1 | -11% | -9 | 4 | -1% | 4% | 0% | -1% | ? | 1 | -2% | 2%
Cc1ccc(-c2nc3ccccc3[nH]2)cc1N | ? | ? | -8 | -5% | ? | 1.6µM* | 2.4µM* | ? | -7 | 1.4µM* | 1.6µM*
CC(C)(C)NS(=O)(=O)c1cc(C(=O)Nc2sccc2C#N)ccc1Cl | -1% | 9 | -8 | -2% | 5% | -1% | -18% | ? | 4 | 3% | -6%
CCOC(=O)C1=NNC2(c3ccc(C)cc3)C(=O)N(c3ccccc3)C(=O)C12 (stereo unspecified) | -1% | 10 | 5 | 1% | 6% | -2% | 0% | -11% | 2 | -3% | -2%
OC(CCN1CCCCC1)(c1ccccc1)C1CCCCC1 (stereo unspecified) | 3%&6% | 8 | -13 | -3% | -11% | -3%[46.1 µM] | 4% | -15%&-1% | 1&0 | -11%[46.1 µM] | -5%
CCOc1ccc(N(CC(=O)NCCSc2ccccn2)S(C)(=O)=O)cc1 | 10% | -15 | -1 | 2% | 1% | 1% | 4% | 13% | 2 | 0% | 2%
FC(F)(F)c1ccccc1CN1CCCC(N2CCN(c3ccccc3)CC2)C1 (stereo unspecified) | 3% | 4 | 7 | 1% | -11% | 0% | -5% | -13%[1.91 µM] | -2 | -2% | 5%
Cc1ccc(NC(=O)c2cccs2)cc1NC(=O)c1ccco1 | 1% | 17 | 10 | 7% | 0% | 7% | ? | -34% | 0 | -2% | 0%
Cc1ccc(-c2nc3ncccc3o2)cc1NC(=O)c1ccc([N+](=O)[O-])o1 | -25% | -91* | 11 | 0% | -3% | -12% | -11% | -35% | 2 | 6% | -9%
Cc1cc(C)cc(NC(=S)Nc2ccc3cn[nH]c3c2)c1 | ? | 8 | -2 | 2% | -3% | -2% | 1% | ? | -2 | -5% | 0%
CCCc1nnc(SCC(=O)Nc2cccc(Cl)c2Cl)o1 | -7% | 11 | 3 | 0% | 13% | 2% | 2% | -20% | -5 | -2% | 2%
Cn1c(/C=N/Nc2nc3ccccc3[nH]2)nc2ccccc21 | 13µM* | -18 | . | 14% | -6% | ? | 1.5µM* | 4.5µM* | -1 | 3.5µM* | 1.2µM*
CC(=O)Nc1cccc(NC(=O)CN2c3cccc4cccc(c34)S2(=O)=O)c1 | . | 15 | 13 | 3% | -1% | -2% | 6% | . | . | -6% | 3%
O=C(CCC1CCCC1)NCCCNC(=O)CCC1CCCC1 | . | -6 | -4 | 0% | 1% | -6% | 0% | . | 4 | 2% | -6%
COCCCNc1nc2c(c(=O)n(Cc3cccc(Br)c3)c(=O)n2C)n1C | -2% | -10 | 1 | 0% | 2% | -7% | 4% | 11% | 0 | 5% | -6%
CCOC(=O)c1cc(NC(=O)c2ccc(C)cc2)c(=O)oc1C(F)(F)F | 14% | -3 | -16 | -5% | -9% | 4% | ? | 8% | 0 | 16% | 8%

Screens (PubChem BioAssay)
